# Growth percent in the NCI-60 one-dose screen (48 h, 10 µM unless noted): 100 = growth as untreated, 0 = no growth, -100 = all killed.
# MOLT-4: MOLT-4 leukemia cells; 6.9% of 80,000 active
# MDA-MB-435: MDA-MB-435 melanoma. AID 1794794. 7.8% of 82,000 active
# MCF7: MCF7 breast cancer; AID 1794796; 6.3% of 82,000 active
# SR: SR leukemia cells. 8.7% of 73,000 active
# MDA-MB-468: MDA-MB-468 breast cancer. 8.5% of 78,000 active. AID 2202374
# MDA-MB-231: MDA-MB-231 breast cancer | 5% of 81,000 active
# RPMI-8226: RPMI-8226 leukemia cells; 7.5% of 77,000 active; AID 1794781
# K-562: K-562 leukemia; 7.4% of 78,000 active; AID 1794777
# * marks the source's active call; other numbers are inactive results; . = not tested or not shown. How the source made its calls: active means growth percent below 10; inactive means the rest. Compounds were not picked by outcome, and some 15% of all compounds hit somewhere here.
1: COc1cc(C2=NN(C(C)=O)C(c3ccc(N4CCOCC4)cc3)C2)cc(OC)c1OC (stereo not drawn)
2: COc1ccc(C(C(=O)NCCN2CCOCC2)N(C(=O)C2CC2c2ccc(F)c(F)c2)c2ccc(C)cc2)c(OC)c1 (stereo not drawn)
3: CCCCCCSc1nnc(-c2c(C)nc3ccc(Cl)cn23)o1
4: COc1ccc(C2=NOC(C(=O)N3CC(C)OC(C)C3)C2)cc1OC1CCCC1 (stereo not drawn)
5: O=C(/C=C1\C(=O)Nc2ccccc21)/C=C1/C(=O)Nc2ccccc21
6: COC(=O)c1cnc2c(c1)Oc1ccccc1-c1ccnn1-2
7: O=P(OCCCl)(OCCCl)C(O)c1ccccc1Cl (stereo not drawn)
8: CC12CCC3C4(C)COC(c5ccc(Br)s5)OC4CCC3(C)C1CC(C1=CCOC1=O)O2 (stereo not drawn)
9: COc1ccc(-n2c(-c3ccccc3)c(-c3ccccc3)c3c(SCc4n[nH]c(=S)o4)ncnc32)cc1
10: O=C(Cn1nnc2ccccc21)N/N=C/c1ccncc1
entry no.	1	2	3	4	5	6	7	8	9	10
MOLT-4	106.4	67.8	92.7	100.9	55.4	91.1	99.8	56.1	95.6	98.7
MDA-MB-435	.	104.2	101.0	107.2	119.0	99.5	102.5	66.1	93.9	104.3
MCF7	96.3	86.9	81.9	88.7	92.2	96.3	99.0	51.4	79.5	93.0
SR	108.5	73.6	.	82.2	56.4	85.0	89.3	69.6	95.5	95.7
MDA-MB-468	96.7	92.9	99.1	98.5	64.2	100.6	109.4	47.7	70.4	124.4
MDA-MB-231	92.0	92.1	58.6	104.4	91.9	94.8	107.7	81.7	91.9	104.2
RPMI-8226	.	76.1	85.7	109.0	41.9	95.0	110.2	41.8	70.1	99.3
K-562	114.2	101.2	81.8	93.5	37.6	90.7	96.6	42.0	66.0	99.8

# Of the compounds above, 3 contain four or more nitrogen atoms:
3: CCCCCCSc1nnc(-c2c(C)nc3ccc(Cl)cn23)o1
9: COc1ccc(-n2c(-c3ccccc3)c(-c3ccccc3)c3c(SCc4n[nH]c(=S)o4)ncnc32)cc1
10: O=C(Cn1nnc2ccccc21)N/N=C/c1ccncc1
entry no.	3	9	10
MOLT-4	92.7	95.6	98.7
MDA-MB-435	101.0	93.9	104.3
MCF7	81.9	79.5	93.0
SR	.	95.5	95.7
MDA-MB-468	99.1	70.4	124.4
MDA-MB-231	58.6	91.9	104.2
RPMI-8226	85.7	70.1	99.3
K-562	81.8	66.0	99.8

# Further compounds
11: CC(C)=CCC/C(C)=C/CC/C(C)=C/CC[C@]1(C)CCc2c(C)c(OC(=O)NS(=O)(=O)c3ccc(C)cc3)c(C)c(C)c2O1
12: Nc1ccc2oc(=O)c3ccccc3c2c1
13: Nc1ccccc1/C=C/C(=O)O
14: CCCCN(CCCC)S(=O)(=O)c1ccc(C(=O)O)cc1
15: O=C(CSc1nccc(Nc2ccc(S(=O)(=O)Nc3nccs3)cc2)n1)c1ccc(C(F)(F)F)cc1
16: O=C1NC2CCCC=C2c2cc3c(cc21)OCO3 (stereo not drawn)
17: O=C(Cc1c(-c2ccccc2[N+](=O)[O-])n(-c2ncnc3c2c(-c2ccccc2)cn3-c2ccc(Cl)c(Cl)c2)[nH]c1=O)c1ccc(Cl)c(Cl)c1
18: O=C1c2ccccc2C(=O)N1CC[n+]1ccccc1
19: Cc1nn(-c2ccccc2)c(Cl)c1C1CC(c2ccc(Cl)cc2)=NN1c1ccccc1 (stereo not drawn)
20: Nc1cc(S(N)(=O)=O)ccc1N1CCCC1
entry no.	11	12	13	14	15	16	17	18	19	20
MOLT-4	88.8	102.7	.	101.0	111.9	100.2	76.9	112.5	96.4	107.4
MDA-MB-435	114.4	92.1	116.6	106.1	99.0	96.2	101.1	102.6	98.3	101.0
MCF7	102.2	89.0	96.4	95.6	94.2	94.3	71.1	100.6	84.7	91.5
SR	88.8	92.8	.	104.8	.	95.2	99.6	123.2	122.6	111.2
MDA-MB-468	100.3	101.0	117.6	93.9	97.0	91.3	84.0	108.0	107.3	96.4
MDA-MB-231	119.5	84.0	110.9	100.3	120.0	100.0	63.9	109.7	99.4	118.5
RPMI-8226	100.3	95.4	110.6	101.1	103.8	96.4	70.2	116.3	93.3	103.9
K-562	85.1	98.1	.	91.7	114.0	95.4	72.9	113.5	85.6	108.1

21: CN(C)C(=O)Cn1c(=O)[nH]c2ccccc2c1=O
22: Cc1ccc(S(=O)(=O)N(CC[C@@H]2C[C@H]2c2cc3ccccc3o2)Cc2cccc3cccnc23)cc1
23: CCCCc1oc2ccc([N+](=O)[O-])cc2c1C(=O)c1ccc(C#Cc2ccccc2)cc1
24: O=C(CCCCCCN1CC(=O)N2[C@@H](c3ccc(Cl)cc3Cl)c3[nH]c4ccccc4c3C[C@H]2C1=O)NO
25: C/C(=C(/c1ccc(Cl)cc1)c1ccc(OCCN2CCCCCC2)cc1)c1ccccc1
26: ClC1(c2ccc(-c3ccccc3)cc2)c2ccccc2-c2ccccc21
27: C=C(C)[C@H]1C2=CC(C(=O)OC)=C(C[C@H](C(=C)C)[C@@H](O)[C@H]3O[C@@]34C(=O)O[C@@H]1[C@@H]4N(C)C)O2
28: CC1(C)CC(=O)C(Cn2cnc3ccccc32)C(=O)C1
29: Cc1c(C(=O)Nc2nc3ccccc3s2)cnn1-c1ccccc1F
30: COc1ccc([N+](=O)[O-])cn1
entry no.	21	22	23	24	25	26	27	28	29	30
MOLT-4	113.4	83.3	80.5	84.7	82.0	92.0	102.7	99.7	71.9	96.5
MDA-MB-435	103.2	99.8	91.4	93.6	92.6	107.8	101.8	101.8	85.8	100.7
MCF7	94.1	77.7	85.6	84.7	76.0	94.9	99.8	100.2	87.5	95.0
SR	112.2	116.2	100.7	68.7	18.0	82.8	103.6	.	44.2	90.1
MDA-MB-468	92.3	84.6	91.8	90.2	72.5	86.1	107.2	103.8	75.2	110.3
MDA-MB-231	100.7	85.9	87.4	84.5	86.9	83.5	121.0	112.0	90.8	108.1
RPMI-8226	94.8	96.9	88.5	54.3	70.2	94.2	.	100.0	70.4	107.0
K-562	106.0	81.4	76.7	77.0	22.7	94.0	104.9	96.1	48.0	85.5

31: COc1ccc(C2=C3CCCCC3=NC3=CC=CCN32)cc1
32: CCOc1ccccc1C(=O)OCC(=O)Nc1cccc(S(=O)(=O)N(C)C)c1
33: CC(C)CCOc1ccc(-c2n[nH]c(C(F)(F)F)c2-c2cncc(C#N)c2)c(O)c1
34: Cc1ccnc(NC(=O)Cn2cc(COc3ncnc4c3cnn4-c3ccccc3)nn2)c1
35: CCCN(CCC)C(=O)c1ccc(C(C)C)cc1
36: O=C1c2ccccc2C(=O)C2C(=O)c3ccccc3C(=O)C12 (stereo not drawn)
37: CC(C)CC(=O)NC1CCCCC1
38: O=C(Cn1nnc2ccccc21)N/N=C/c1ccc[nH]1
39: Cc1ccc(S(=O)(=O)NCCCNc2cc(-c3cn(C(C)(C)C)nc3-c3cccc(F)c3)ccn2)cc1
40: Cc1ccc(-c2cn3c(nc4ccccc43)c(-c3ccc(Cl)cc3)n2)cc1
entry no.	31	32	33	34	35	36	37	38	39	40
MOLT-4	92.2	105.0	23.0	84.6	82.5	94.1	98.7	101.4	58.6	102.2
MDA-MB-435	101.5	96.2	7.9*	90.2	106.2	114.8	111.7	105.5	89.0	144.6
MCF7	89.5	102.2	3.0*	83.7	95.9	96.5	98.0	98.2	72.6	97.1
SR	90.0	105.3	33.7	85.0	93.4	90.9	108.1	98.1	31.1	104.2
MDA-MB-468	106.1	84.7	-26.4*	94.0	105.5	113.2	98.6	113.7	83.3	77.3
MDA-MB-231	104.8	110.0	1.4*	83.0	104.6	97.1	105.8	110.1	86.2	99.9
RPMI-8226	88.7	85.8	-31.8*	77.3	81.2	99.2	100.7	103.8	48.6	115.0
K-562	91.1	104.0	.	83.7	96.2	114.5	101.8	93.5	23.8	.

41: O=C(O)CNc1ccc(Cl)cc1
42: COc1ccc(C2=NN(c3nc(-c4ccc(OC)c(OC)c4)c(C#N)c(=O)n3C)C(=O)CC2)cc1
43: CC1=C(C(=O)NN)C(c2ccccc2)NC(=O)N1 (stereo not drawn)
44: O=C1CCc2ccccc2N1
45: Cc1ccc(N=Nc2c(O)ccc3n[nH]nc23)cc1
46: O=[N+]([O-])c1ccc(C2Nc3cc(Cl)c(Cl)cc3S(=O)(=O)N2O)cc1 (stereo not drawn)
47: COc1ccc(NC(=O)Nc2ccc(OCc3ccc(Cl)cc3)cc2)cc1
48: O=C(O)c1ccc(-n2cc(/C=N/Nc3ccc(F)cc3)c(-c3cccc(C(F)(F)F)c3)n2)cc1
49: C[C@H]1O[C@@H](O[C@H]2[C@@H](O)C[C@H](O[C@H]3[C@@H](O)C[C@H](O[C@H]4CC[C@]5(C)C6C[C@@H](O)[C@]7(C)[C@@H](C8=CC(=O)OC8)CC[C@]7(O)C6CC[C@@H]5C4)O[C@@H]3C)O[C@@H]2C)C[C@H](O)[C@@H]1O (stereo partly drawn)
50: Nc1ccccc1-c1cc2c(c3c1[nH]c1ccccc13)CCCCC2
entry no.	41	42	43	44	45	46	47	48	49	50
MOLT-4	97.8	103.9	102.5	110.2	11.9	82.7	98.8	36.5	-33.7*	90.8
MDA-MB-435	.	106.3	105.0	97.6	88.6	114.9	97.7	57.8	-100.0*	112.4
MCF7	89.0	89.0	95.2	96.6	68.8	79.7	77.2	46.4	-26.5*	76.0
SR	99.7	98.1	96.9	93.5	71.4	80.9	83.6	87.0	-9.9*	94.2
MDA-MB-468	99.6	101.2	96.9	98.8	32.9	142.0	89.5	90.8	-61.7*	98.2
MDA-MB-231	98.6	96.0	97.3	110.2	84.2	91.4	103.2	87.8	-83.6*	90.3
RPMI-8226	113.2	96.2	111.0	106.1	46.5	101.3	101.7	47.2	-23.7*	99.3
K-562	45.1	93.5	109.4	90.2	69.1	100.2	87.5	11.1	-24.2*	98.0

51: Brc1cccc(-n2ncc3c(Nc4ccc(-c5nnc(-c6ccccc6)o5)cc4)ncnc32)c1
52: COC(=O)c1cc(-c2ccc(OC)cc2)[nH]c1N/N=C/c1c(Cl)cccc1Cl
53: Cc1cc(N=Nc2ccc(N=Nc3ccc(S(=O)(=O)O)cc3)cc2)cc(C(=O)O)c1O
54: Cc1ccc(C2=NN(c3nc(-c4cc5ccccc5oc4=O)cs3)C(c3ccc(C)cc3)C2)cc1 (stereo not drawn)
55: COC(/C=C\C(OC)OC)OC
56: C#Cc1nc(C2=C(C)C(OC(C)=O)/C(=N/OC(C)=O)C2)cs1 (stereo not drawn)
57: COc1ccc(CN2CCCN(Cc3ccc(OC)cc3)C2c2cc3ccccc3c3ccccc23)cc1
58: Cc1cc(C(=O)C(C)C(=O)C(F)(F)F)c(C)s1 (stereo not drawn)
59: CCNC(=S)n1nc(SC)c(C(=O)OCC)c1N
60: CCCCCC/C(C=O)=C\c1ccccc1
entry no.	51	52	53	54	55	56	57	58	59	60
MOLT-4	108.0	12.4	97.7	98.5	126.7	-35.2*	63.6	106.9	81.3	94.5
MDA-MB-435	106.5	-54.7*	105.8	107.2	97.3	88.9	75.5	111.5	104.2	103.8
MCF7	99.5	1.0*	108.1	63.4	98.1	25.9	89.6	101.1	92.0	94.0
SR	119.0	-16.4*	97.2	101.8	.	-25.6*	50.8	105.9	89.2	90.6
MDA-MB-468	101.2	.	112.7	78.2	79.2	-60.7*	87.7	111.4	114.2	103.0
MDA-MB-231	93.5	7.6*	101.1	84.4	.	-69.9*	78.9	97.2	92.5	113.6
RPMI-8226	116.5	10.9	102.1	98.6	104.3	-45.1*	68.1	103.1	109.6	100.5
K-562	110.0	0.8*	103.1	100.8	102.4	15.4	.	.	85.5	100.2

61: CC(=O)Nc1ccc2oc(=O)ccc2c1
62: C#Cc1c(I)n(C2OC(CO[Si](C)(C)C(C)(C)C)C3OC(C)(C)OC32)c(=O)[nH]c1=O (stereo not drawn)
63: COc1cccc(C2C(C#N)=C(N)Oc3cc(N)ccc32)c1 (stereo not drawn)
64: COC(=O)c1oc2c(F)c(-c3ccc(C)cc3)c(-c3ccccc3)c(-c3ccccc3)c2c1N
65: COc1cc(-n2cc(C#N)c(N)c2C(=O)c2ccc(C#N)cc2)cc(OC)c1OC
66: Cc1ccccc1S(=O)(=O)n1cc(C(=O)C(=O)Nc2ccncc2)c2ccccc21
67: C=C(C)[C@@H]1CC[C@]2(C(=O)N3CCN(C)CC3)CC[C@]3(C)[C@H](CC[C@@H]4[C@@]5(C)C/C(=C/c6cccnc6)C(=O)C(C)(C)[C@@H]5CC[C@]43C)[C@@H]12
68: COc1cc2oc(-c3cccc(NC(=O)[C@H](CCC(N)=O)NC(=O)OC(C)(C)C)c3)cc(=O)c2c(OC)c1OC
entry no.	61	62	63	64	65	66	67	68
MOLT-4	98.6	-25.5*	28.9	74.2	112.2	74.8	14.9	108.7
MDA-MB-435	104.8	81.2	-30.5*	105.5	98.2	97.4	69.4	108.7
MCF7	110.2	42.1	12.1	73.9	90.3	73.3	27.2	96.0
SR	82.3	-41.8*	14.4	77.7	101.1	87.2	19.9	89.2
MDA-MB-468	83.0	.	-22.2*	85.0	100.0	55.7	51.5	94.8
MDA-MB-231	94.6	16.1	48.8	99.9	103.6	87.5	74.9	93.7
RPMI-8226	104.3	-66.8*	19.6	110.8	103.6	47.1	21.2	101.3
K-562	64.9	-35.5*	11.9	87.0	115.7	72.9	21.9	104.6

# Sorted by molecular weight (falling): part of the list above
6: COC(=O)c1cnc2c(c1)Oc1ccccc1-c1ccnn1-2
60: CCCCCC/C(C=O)=C\c1ccccc1
61: CC(=O)Nc1ccc2oc(=O)ccc2c1
entry no.	6	60	61
MOLT-4	91.1	94.5	98.6
MDA-MB-435	99.5	103.8	104.8
MCF7	96.3	94.0	110.2
SR	85.0	90.6	82.3
MDA-MB-468	100.6	103.0	83.0
MDA-MB-231	94.8	113.6	94.6
RPMI-8226	95.0	100.5	104.3
K-562	90.7	100.2	64.9
